M1AAP inhibition: P. falciparum M1AAP inhibitors, biochemical, fluorogenic H-Leu-NHMec substrate, 1536-well (AID 1445); recombinant M1AAP, H-Leu-NHMec fluorogenic kinetic assay; higher % means a stronger effect; inhibition, % at 30 µM; hits with a dose series show IC50 in µM; 220,000 compounds, 0.42% hits;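 active = primary inhibition above the hit cutoff, then over 50% inhibition at one or more dose response concentrations, cut at about 23% in these data, passing the limit was not always enough; inconclusive = conflicting primary data, or primary hits not chosen for dose response; inactive = low primary inhibition, or under 50% at every dose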;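 note: plate controls were DMSO full reaction for no effect and no enzyme background for full effect; strong numbers were not always called active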
PMI inhibition: MPI inhibition at elevated mannose 6-phosphate – biochemical, fluorescence intensity, high mannose 6-phosphate, primary screen (AID 1220); 190,000 compounds, 0.66% hits; recombinant PMI enzyme, coupled fluorescence intensity; higher % means a stronger effect; inhibition, % at 20 µM, or IC50 in µM where a hit was titrated
WT yeast gro inh: growth inhibition of WT yeast, mitochondrial fusion screen | 190,000 compounds, 2.1% hits | AID 1362 | mitochondrial fusion phenotypic screen, WT strain | inhibition, % at 10 µM; in the data active = inhibition above about 58%; tested in S. cerevisiae
K1F lysis inhibition: inhibition of K1F phage lysis, E. coli UTI89, bacterial capsule biogenesis inhibitors, alamar blue (AID 488966); one-dose inhibition, % at 100 µM; IC50 in µM for titrated hits; 340,000 compounds, 0.02% hits; E. coli UTI89 K1F phage lysis, alamar blue, 2 h; higher % means a stronger effect;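 active = phage lysis inhibition, versus mean bacterial control, above a set limit; inconclusive = no clear call, values can overlap the other calls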;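 note: capsule biogenesis inhibitors block K1F phage lysis so surviving cells raise fluorescence; higher fluorescence means more inhibition of phage lysis; actives were called in the ten point dose series up to 300 µM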
ER stress rescue: protection against thapsigargin-triggered cell killing – 384-well, CSM14.1, ATP luminescence, primary screen (AID 1222); CSM14.1 thapsigargin-induced death rescue, ATP luminescence; higher % means a stronger effect; cellular ATP content (survival), % at 20 µM; hits with a dose series show EC50 in µM; 190,000 tested, under 10 active;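 active = EC50 below 50 µM in the dose-response confirmation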;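 note: death triggered by thapsigargin at about 15 µM added after 2 h compound pretreatment; cell ATP read after overnight thapsigargin exposure of roughly 18 to 22 hours; normalized against plate controls of thapsigargin alone and 5% DMSO vehicle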
TNAP activation fold: stimulation of alkaline phosphatase TNAP activity – biochemical, luminescent, no phosphate acceptor, uHTS, primary screen (AID 1001); purified TNAP, luminescent activation assay, no phosphate acceptor; higher activation fold means a stronger effect; one-dose activation fold at 20 µM; EC50 in µM for titrated hits; 200,000 compounds, 0.03% hits; in the data active = activation fold from about 3, or a potency from the dose series; inactive = the rest, 99 in 100 with activation fold below about 1.6; note: many of its hits are not listed in these tables
Myeloid diff 2: myeloid differentiation induction | 360,000 compounds, 1% hits | ER-HoxA9 myeloid progenitors, lysozyme-GFP differentiation, flow cytometry | calls only at 10 µM | AID 624256;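 active = normalized GFP-positive differentiation at or above the plate's own cutoff, the solvent-only control mean plus 3 SD; inconclusive = no clear call, values can overlap the other calls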;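 note: cells exposed to compound for four days before flow analysis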
human PMI inhibition: inhibitors of human PMI, primary screen, biochemical, fluorescence intensity, coupled assay (AID 1209); purified PMI enzyme, coupled fluorescence intensity; higher % means a stronger effect; inhibition, % at 20 µM, or IC50 in µM where a hit was titrated; 190,000 compounds, 0.42% hits;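 note: plate controls were DMSO vehicle for no effect and wells lacking substrate for full effect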
Lipid droplet: hepatic lipid droplet formation modulation | AML12 mouse hepatocytes, oleate lipid droplets, BODIPY imaging | inhibition, % at 6.5 µM | 240,000 compounds, 0.4% hits | AID 1656;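 active = lipid droplet intensity inhibited by at least 50%, with more than 500 cells counted; inconclusive = wells with under 300 cells, treated as cytotoxic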
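Assay system: AML12 mouse liver cells | Compound: 6.5 µM single-point dosing | Schedule: Overnight exposure | Technique: Fluorescence imaging, 20x objective, two fields per well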
WT yeast gro inh mutant strain: second read-out of WT yeast gro inh, no call of its own (marks repeat the call); inhibition, %; mitochondrial fusion phenotypic screen, mutant strain inhibition
Lipid droplet cells 6.5 µM: recorded beside Lipid droplet, whose call it bears; cell count; measured here: cell count, cytotoxicity flag;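 cells counted across two imaged fields per well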
Myeloid diff 2 GFP+ MAC1+ %: also measured in Myeloid diff 2; calls as there; GFP+ MAC1+ double positive, %; measured here: differentiation confirmed by MAC1 staining
The depositor's hits bear a star; i = inactive; ? = inconclusive; nt = no result given; [ ] = another dose, or the depositor's remark. Cut-off read from the data, not from the text of the source, unless noted: active = inhibition above about 50%; inactive = the rest.

structure | M1AAP inhibition | PMI inhibition | WT yeast gro inh | WT yeast gro inh mutant strain | K1F lysis inhibition | ER stress rescue | TNAP activation fold | Myeloid diff 2 | Myeloid diff 2 GFP+ MAC1+ % | human PMI inhibition | Lipid droplet | Lipid droplet cells 6.5 µM
Cn1c(CNC(=O)OC(C)(C)C)nnc1SCc1c(Cl)cccc1Cl | -1.0% | nt | nt | nt | 0.0% | nt | nt | i | 0.8 | nt | -14.8 | 692
Cc1nn(CC(=O)N/N=C/c2ccc(F)cc2)c(C)c1[N+](=O)[O-] | 1.3% | nt | nt | nt | 0.2% | nt | nt | i | 0.4 | nt | 1.6 | 731
Cc1ccc(CNC(=O)C2CCN(S(=O)(=O)N3CCCCC3)CC2)cc1 | -0.6% | -0.2% | -5.9 | 3.4 | -0.2% | -0.4% | 1.2 | i | 0.4 | -7.2% | 7.4 | 785
O=C(Nc1cccc(Cl)c1N1CCOCC1)c1ccc2c(c1)OCCO2 | 7.8% | 7.1% | 18.4 | 12.6 | 3.4% | 0.3% | 1.1 | i | 0.1 | 2.3% | 2.3 | 651
CCOC(=O)c1cnc2ccc(C)cc2c1Sc1ccccc1 | 2.9% | 7.9% | 39.0 | -1.6 | 1.0%[50 µM] | -2.1% | 0.9 | i | 0.5 | 12.2% | -16.0 | 644
Nc1c(Cl)ncnc1N/N=C/c1ccnc2ccccc12 | 15.9% | -52.8% | -7.4 | 8.7 | 1.7% | -3.3% | 1 | i | 0.2 | -50.8% | -14.6 | 615
CCn1c(Cc2ccccc2)nnc1SCC(=O)Nc1ccccc1N1CCOCC1 | 4.6% | -3.9% | -11.5 | -8.6 | -0.2% | 0.3% | 1.1 | i | 1.2 | -5.3% | 7.6 | 781
CC(=O)c1cccc(NS(=O)(=O)c2ccc(N/C=C\C(=O)c3ccc(F)cc3)cc2)c1 | 9.2% | 6.9% | 26.9 | 3.1 | 0.1% | -0.7% | 0.9 | i | 1.0 | 8.7% | nt | nt
O=C1C2C3C=CC(C2C(=O)N1CCCO)C1C2C(=O)N(CCCO)C(=O)C2C31 (stereo unspecified) | 8.1% | -16.8% | 0.7 | 2.4 | 1.1% | -1.3% | 1.1 | i | 1.1 | -8.3% | -18.5 | 822
O=C(c1ccc(Cl)c([N+](=O)[O-])c1)N(Cc1ccc(Cl)cc1)C1CCS(=O)(=O)C1 (stereo unspecified) | -5.2% | 9.3% | -2.9 | -13.1 | 2.8%[50 µM] | -0.2% | 1 | i | 0.3 | 15.0% | 35.1 | 684
O=C(CNC(=S)N(Cc1ccccc1Cl)C1CCCC1)NCCCN1CCOCC1 | -0.8% | -19.7% | 4.7 | -17.7 | 0.3% | nt | 1.8 | nt | nt | -12.4% | -3.2 | 681
N#Cc1ccc(OCc2noc(-c3ccsc3)n2)cc1 | -0.1% | nt | nt | nt | 0.0% | nt | nt | i | 0.4 | nt | 0.8 | 722
O=C(NNC1CC(=O)N(c2cccc(Cl)c2)C1=O)c1cccs1 (stereo unspecified) | 10.0% | -13.2% | 0.2 | -5.9 | 0.9%[50 µM] | -1.0% | 1.1 | i | 2.6 | -16.5% | 4.0 | 608
CCOC(=O)c1ccccc1NC(=O)COC | 4.3% | -3.2% | -10.8 | 0.8 | -4.2% | -0.8% | 1 | i | 0.4 | -1.7% | 15.7 | 712
NC(=S)Nc1ncc(C(F)(F)F)cc1Cl | 5.2% | 9.6% | 9.7 | 18.2 | -1.3% | -1.1% | 1 | i | 0.6 | 4.9% | 3.5 | 675
C#CC(CO)N(CCN(Cc1ccccc1)C(C#C)CO)Cc1ccccc1 (stereo unspecified) | -1.3% | 10.9% | 4.4 | -3.0 | -0.1% | 0.5% | 1 | i | 0.1 | 19.3% | -33.6 | 770
CSCCC(NC(N)=O)C(=O)NCC1CCCCC1 (stereo unspecified) | 3.0% | 5.1% | 4.6 | 11.5 | 0.1% | 0.8% | 1.1 | i | 0.5 | 8.3% | 12.2 | 774
Nc1nc(Cl)cc(N2CCOCC2)n1 | 3.5% | -6.9% | -2.0 | 32.4 | 0.4% | -2.1% | 1.1 | i | 1.0 | -2.8% | nt | nt
CCOC(=O)C1(Cc2ccc(OC)cc2)CCN(C(=O)Cn2cnnn2)CC1 | 0.5% | -0.7% | 12.2 | 9.6 | 0.1% | 0.1% | 1.1 | i | 0.9 | 10.8% | 1.4 | 765
COCC(C)n1c(SCc2ccc(C(=O)OC)o2)nc2ccccc2c1=O (stereo unspecified) | -1.6% | -1.1% | 12.6 | 21.4 | 3.1% | -1.2% | 1 | i | 7.3 | 6.3% | -37.6 | 730

(list continues)
Values in the order: M1AAP inhibition	PMI inhibition	WT yeast gro inh	WT yeast gro inh mutant strain	K1F lysis inhibition	ER stress rescue	TNAP activation fold	Myeloid diff 2	Myeloid diff 2 GFP+ MAC1+ %	human PMI inhibition	Lipid droplet	Lipid droplet cells 6.5 µM
> C/C(=N\NC(=S)NCc1ccccc1)c1ccc(C#N)cc1
    2.5%	-8.4%	31.2	22.1	-1.1%	-0.6%	0.8	i	0.1	-10.6%	18.7	717
> COc1ccc(N2C(=O)CC(NNC(=O)c3ccc(Br)s3)C2=O)cc1 (stereo unspecified)
    17.6%	0.4%	0.3	13.4	0.1%	-2.0%	1.5	i	0.2	1.4%	-1.1	674
> Cc1ccc(-c2ccc([C@H]3[C@H]4C=CC[C@@H](C)[C@@H]4C(=O)N3Cc3ccccc3)c(F)c2)cc1
    6.8%	nt	nt	nt	1.3%	nt	nt	i	1.0	nt	5.1	694
> CC[n+]1c(C)sc2cc(C)ccc21
    3.1%	14.7%	0.0	3.1	0.1%	6.6%	0.8	i	0.5	77.0%*	2.5	696
> O=C1Nc2c(c(=O)[nH]c(=O)n2-c2ccccc2F)C(C(F)(F)F)(C(F)(F)F)N1
    -0.8%	-10.3%	-13.3	3.6	0.8%	-2.0%	1.1	i	0.9	-14.6%	-8.1	696
> COc1cc2c(cc1OC)CN(C(=O)CC1CC3CCC1C3)CC2 (stereo unspecified)
    -2.1%	31.9%	19.2	20.5	-0.1%	-0.4%	1.1	i	0.7	9.1%	nt	nt
> Cc1ccc(N2CCN(C(=O)CN3C(=O)c4ccccc4C3=O)CC2)cc1
    3.4%	-6.2%	-7.8	-1.4	?	2.1%	1.1	i	0.3	1.8%	3.3	760
> CC(C)(C)CN1C(N)=NC[C@H]1Cc1ccc(O)cc1
    -2.0%	nt	nt	nt	0.3%	nt	nt	i	1.6	nt	-28.2	687
> COc1ccc(N2CCN(C(=O)C3CCN(S(=O)(=O)c4cccs4)CC3)CC2)cc1
    2.6%	6.4%	-4.9	-10.8	0.3%	-1.6%	1	i	0.1	8.4%	3.3	690
> OCCOCCNc1ncnc2sc(-c3ccccc3)cc12
    9.9%	-1.7%	3.8	18.8	0.4%	-1.3%	1.1	i	0.0	-1.3%	8.4	820
> CC(=O)c1cccc(NC(=S)NC(=O)c2ccccc2)c1
    2.9%	7.9%	9.8	8.4	4.8%	1.7%	0.9	i	0.2	16.8%	-3.0	605
> Cc1ccc(C)c(OCC(=O)NCCNC(=O)COc2cc(C)ccc2C)c1
    -3.1%	-12.3%	4.3	-4.2	-0.2%	-1.1%	1.1	i	0.7	-10.8%	-6.4	713
> NC(=O)CSc1oc(-c2ccc(F)cc2)nc1S(=O)(=O)c1ccccc1
    -4.3%	10.9%	1.4	3.6	0.2%	nt	1.1	i	0.7	9.8%	7.3	697
> O=C1OCc2cccc([N+](=O)[O-])c21
    4.9%	3.3%	-2.8	-10.5	1.6%[50 µM]	-5.2%	1.1	i	0.5	6.6%	nt	nt
> CC1CCCCN1C(=S)NCc1ccco1 (stereo unspecified)
    2.4%	-6.3%	-7.0	11.4	0.2%	-0.9%	1.1	i	0.6	-9.2%	-7.6	645
> COCCCN1C(=O)C(=O)/C(=C(/O)c2ccc(OC(C)C)cc2)C1c1ccncc1 (stereo unspecified)
    1.2%	-8.5%	10.4	4.7	-1.7%	1.4%	1.1	i	11.7	-12.5%	nt	nt
> CCN1CCCC1CN(Cc1cc2ccc(C)cc2[nH]c1=O)C(=S)Nc1ccccc1OC (stereo unspecified)
    2.6%	6.1%	-11.2	-15.9	3.3%	-2.8%	1.1	i	0.7	11.8%	13.6	633
> Cc1nc(C)n(CC(O)COc2ccc3cc(Br)ccc3c2)n1 (stereo unspecified)
    3.1%	15.0%	16.1	20.4	8.5%	-1.8%	1.1	i	9.2	10.7%	-0.8	635
> COc1ccc(C(=O)OCC(=O)Nc2cc(C)on2)cc1S(=O)(=O)N1CCOCC1
    -12.3%	3.9%	-26.7	16.1	0.7%	2.5%	1.2	i	0.3	4.2%	nt	nt
> CCC(C(=O)Nc1nccs1)(C(F)(F)F)C(F)(F)F
    0.1%	6.4%	5.7	-0.9	1.3%	-2.8%	1	i	4.4	5.9%	1.8	749
> O=C(COc1ncnc2ccccc12)NCC1CCCO1 (stereo unspecified)
    -1.1%	-3.2%	-5.7	0.9	-0.1%	-0.4%	1	i	0.4	-0.1%	13.2	669
> O=C1CSC(=S)N1N1C(=O)c2cccc([N+](=O)[O-])c2C1=O
    8.4%	18.3%	4.3	6.3	nt	-3.0%	0.8	nt	nt	22.1%	-7.8	752
> O=C(c1cccs1)N1CCCC(c2ccccc2)C1 (stereo unspecified)
    3.0%	5.6%	14.9	-6.7	3.1%	-1.6%	1.1	i	1.2	7.9%	1.3	694

2 of the compounds above, with each value named:
> Nc1nc(Cl)cc(N2CCOCC2)n1
  M1AAP inhibition: 3.5%	PMI inhibition: -6.9%	WT yeast gro inh: -2.0	WT yeast gro inh mutant strain: 32.4	K1F lysis inhibition: 0.4%	ER stress rescue: -2.1%	TNAP activation fold: 1.1	Myeloid diff 2: i	Myeloid diff 2 GFP+ MAC1+ %: 1.0	human PMI inhibition: -2.8%	Lipid droplet: nt	Lipid droplet cells 6.5 µM: nt

> CCOC(=O)C1(Cc2ccc(OC)cc2)CCN(C(=O)Cn2cnnn2)CC1
  M1AAP inhibition: 0.5%	PMI inhibition: -0.7%	WT yeast gro inh: 12.2	WT yeast gro inh mutant strain: 9.6	K1F lysis inhibition: 0.1%	ER stress rescue: 0.1%	TNAP activation fold: 1.1	Myeloid diff 2: i	Myeloid diff 2 GFP+ MAC1+ %: 0.9	human PMI inhibition: 10.8%	Lipid droplet: 1.4	Lipid droplet cells 6.5 µM: 765

Source: PubChem BioAssay

Random draw from the library. Share with any hit: about 4.6%.
